Bioassay records (PubChem)
MsrA act: bovine methionine sulfoxide reductase A activation; purified bovine MsrA, absorbance read-out; activation, % at 10.6 µM; 360,000 tested, 0.3% active; AID 602163; in the data active means activation above about 7.5%;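 further: 0% = vehicle and 100% = reference activator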
eLon inh: E. coli protease La inhibition; inhibition, % at 7.94 µM; 360,000 tested, 0.42% active; purified E. coli Lon protease, fluorescence polarization; P0A9M0; AID 602123; in the data active means inhibition above about 13%, passing the limit was not always enough;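 further: 0% = enzyme with probe and DMSO and 100% = no enzyme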
Target sequence (P0A9M0 whole entry, looked up): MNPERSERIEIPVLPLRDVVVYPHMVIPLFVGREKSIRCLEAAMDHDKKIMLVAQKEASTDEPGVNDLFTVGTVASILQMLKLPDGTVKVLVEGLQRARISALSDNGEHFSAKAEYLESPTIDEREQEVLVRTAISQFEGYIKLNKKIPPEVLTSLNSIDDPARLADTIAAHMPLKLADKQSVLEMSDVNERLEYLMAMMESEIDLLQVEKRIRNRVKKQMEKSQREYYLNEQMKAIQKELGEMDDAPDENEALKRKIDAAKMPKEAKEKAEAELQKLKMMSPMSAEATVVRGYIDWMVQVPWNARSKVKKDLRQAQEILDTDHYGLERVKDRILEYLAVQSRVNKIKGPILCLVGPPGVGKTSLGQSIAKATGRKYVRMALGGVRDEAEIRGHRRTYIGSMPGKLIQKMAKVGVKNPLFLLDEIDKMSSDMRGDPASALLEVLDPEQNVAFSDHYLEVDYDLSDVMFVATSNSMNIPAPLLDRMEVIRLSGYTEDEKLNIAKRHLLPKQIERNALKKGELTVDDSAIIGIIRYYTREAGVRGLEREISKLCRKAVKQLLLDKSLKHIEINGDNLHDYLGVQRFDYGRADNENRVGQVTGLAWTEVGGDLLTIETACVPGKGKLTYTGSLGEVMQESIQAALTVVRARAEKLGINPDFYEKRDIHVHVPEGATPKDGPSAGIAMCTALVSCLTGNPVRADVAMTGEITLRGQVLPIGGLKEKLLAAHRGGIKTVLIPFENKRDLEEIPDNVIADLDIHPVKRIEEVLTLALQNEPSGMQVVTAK
Rin1 Abl inh: human Rin1-Abl interaction inhibition; P00519+Q13671; TR-FRET Rin1/Abl binding, biochemical; inhibition, % at 7.35 µM; 360,000 tested, 0.4% active; AID 588664; in the data active means inhibition above about 5%, passing the limit was not always enough
Neddylation inh: blocks human cullin neddylation | 360,000 tested, 0.58% active | calls only at 25 µM | TR-FRET cullin neddylation, biochemical; in the data active means inhibition above about 36%
NRP1-CendR mod: alters CendR peptide binding to human NRP-1; O14786; FAM-RPARPAR peptide binding to NRP-1, fluorescence polarization; inhibition, % at 25 µM; 360,000 tested, 0.85% active;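 active means inhibition or corrected inhibition above about 18%, plus a signal ratio from 0.5 to 1.5, limit read from the data, passing the limit was not always enough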; further: strong numbers were not always called active
MT1-MMP act inh: blocks activation of human MT1-MMP | P50281 | HT1080 RFP-PRO-GFP cells, GFP/RFP ratio fluorescence, overnight; percent of plate control window, DMSO zero | GFP/RFP ratio change, % at 20 µM | 360,000 tested, 0.061% active | AID 651647;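 active means GFP/RFP ratio change of at least 30% with cell ATP level not reduced by more than half and red fluorescence within 50% of control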; further: strong numbers were not always called active
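Test system: HT1080 cells expressing an RFP-PRO-GFP fluorescent reporter construct / Compound dosing: single-point 20 µM compound, 1% DMSO / Schedule: cells overnight before dosing, compound overnight, 37 °C, 5% CO2 / Evaluation: GFP/RFP fluorescence ratio / Control set: DMSO and RFP-L50D-GFP cell wells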
SKN-1 block: blocks SKN-1 activity in C. elegans. inhibition, % at 21.8 µM. 360,000 tested, 0.49% active. C. elegans VP596 Pgst-4::GFP/RFP ratio, acrylamide-induced, 24 h. AID 624304;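 active means interference check ratio from 0.5 to 1.5 plus GFP to RFP signal ratio inhibition reaching or exceeding a fixed threshold, cut at about 30% in these data, passing the limit was not always enough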; further: some compounds called inactive have numbers as strong as hits
FAS TE block: inhibitors of human fatty acid synthase thioesterase domain. inhibition, % at 15 µM. AID 602261. recombinant FAS-TE, OMFH fluorogenic substrate, fluorescence endpoint. 360,000 tested, 0.67% active;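 active means compounds whose normalised, plate-corrected inhibition of enzyme fluorescence in the single-dose primary screen is 50% or more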;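 further: 0% = DMSO with enzyme and 100% = substrate without enzyme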
MLLE-PAM2 inh: inhibitors of microRNA-mediated deadenylation, human PABP1 MLLE binding. 360,000 tested, 0.36% active. P11940. inhibition, % at 20 µM. GST-MLLE / FITC-PAM2 fluorescence polarization; in the data active means inhibition above about 35%, passing the limit was not always enough;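 further: plate controls were DMSO wells with GST-MLLE for no effect and wells lacking GST-MLLE protein for full effect; some results filed as inactive read as strong as hits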
* = called active by the depositor; i = inactive; nt = no result given; + = active, no number; & = joins results of further samples.

Every second line gives: MsrA act, eLon inh, Rin1 Abl inh, Neddylation inh, NRP1-CendR mod, MT1-MMP act inh, SKN-1 block, FAS TE block, MLLE-PAM2 inh
1. CCOc1ccc(CNC(=S)N/N=C/c2cccnc2)cc1
  -3.8, -0.8, 1.7, i, -5.2, 5.8, 15.9, 28.4, 11.6
2. Cc1ccc(S(=O)(=O)c2ccc(-n3nc(C)cc3N)cc2)cc1
  -14.0, 4.1, 3.4, i, -5.4, 1.4, 1.3, -1.0, 8.8
3. Cc1ccc(S(=O)(=O)Nc2c(C)n(C)n(-c3ccccc3)c2=O)cc1C(=O)NCc1ccccn1
  -6.3, 1.1, 0.7, i, 4.1, 1.1, -8.8, -7.7, 4.7
4. O=C(COc1ccc(Br)cc1)Nc1ccccc1N1CCCC1
  -3.7, 8.1, 3.1, i, 8.0, -2.3, 11.2, 23.3, -4.5
5. CC(C)CCC(C)NC(=O)CN1C(=O)NC(C)(c2ccc3ccccc3c2)C1=O (configuration not stated)
  0.0, 3.1, 6.3, i, -10.2, -0.2, 20.7, 12.4, -21.7
6. Cc1cccc(C(=O)OCC(=O)NN2C(=O)NC3(CCC(C)CC3)C2=O)c1O (configuration not stated)
  -2.2, 6.1, -2.7, i, -1.8, -1.1, 26.1, -1.7, -3.8
7. CCOC(=O)C1CCN(C(=O)Nc2ccc3oc(C)nc3c2)CC1
  1.6, -18.2, -1.3, i, -14.3, 10.6, 17.6, -4.6, 16.1
8. CCCS(=O)(=O)NC(=O)C1(C)CCN(C(=O)c2cc3ccccc3s2)C1 (configuration not stated)
  -3.5, -8.6, 2.1, i, 14.6, 0.4, 5.1, -4.4, -7.6
9. CCOC(=O)c1c(C)[nH]c(C)c1C(=O)CSc1nnc(N)s1
  -6.5, -9.0, 0.6, i, 0.6, -1.1, 4.1, -3.1, 1.5
10. CC(=O)Nc1cc2c(cc1NC(=O)Cn1nc(-c3ccccc3F)ccc1=O)OCCO2
  -1.8, 2.3, 0.0, i, 0.0, -1.4, -4.0, -6.1, -0.9
11. Oc1ccccc1CN1CCCC(N2CCN(c3cccc(C(F)(F)F)c3)CC2)C1 (configuration not stated)
  -1.2, -7.3, -1.8, i, -2.6, -1.0, 5.2, -0.3, -9.5
12. CCOc1ccc(NC(=O)CCNS(=O)(=O)c2ccc3c(c2)oc(=O)n3C)cc1
  -1.3, -15.0, -3.2, i, 9.8, -0.2, 10.1, -7.9, 5.8
13. Cc1ccc2nc(Cl)c(CN(Cc3cccs3)C(=O)C3CC3)cc2c1
  -0.1, 4.0, 2.4, i, -12.2, -1.2, 8.4, 11.0, 18.0
14. COCCNC(=O)CCn1c(=O)oc2ccccc21
  0.2, 2.4, -1.1, i, 7.2, 3.4, 18.7, -6.3, 1.8
15. CCc1ccc([C@@H]2CC(=O)[C@@H]3CN(S(=O)(=O)c4ccccc4)[C@H](c4ccc(OC)cc4)C[C@@H]3N2S(=O)(=O)c2ccc(C)cc2)cc1
  -3.1, 1.0, 0.4, i, -19.2, nt, -10.1, 22.8, 11.2
16. O=C(O)c1ccc(COc2ccc(Cl)cc2)o1
  1.1, 3.1, -0.3, i, 6.6, -4.0, 4.4, -3.1, -1.3
17. N=C1C(c2ccccc2)=C(O)CN1c1cccc(O)c1
  -2.2, -6.2, -0.3, i, -0.2, -0.8, 3.4, -4.1, -12.6
18. Brc1ccc(OCc2nnc(SCC3CCCCC3)o2)cc1
  -4.0, -2.6, 1.1, i, 3.2, 2.8, 18.0, 30.7, -42.2
19. CN(Cc1ccccc1)C(=O)CCn1c(=O)c2cccn2c2cccnc21
  -6.2, 2.7, 0.3, i, 4.3, -0.6, -16.0, 3.8, -0.3
20. O=C(c1ccccc1NS(=O)(=O)c1ccc(F)cc1)N1CCc2ccccc21
  -1.3, -4.2, -0.8, i, -2.8, -1.3, -2.5, -3.6, 4.7
21. O=C(CSCc1ccccc1Br)N/N=C/c1ccc(OCC(=O)N2CCCCC2)cc1
  -4.5, 0.5, -2.4, i, -2.7, -1.4, 3.5, -6.1, 1.8
22. COc1cc(OC)c(C(=O)Nc2cc(Cl)ccc2-n2cncn2)cc1OC
  -3.6, -0.6, -1.1, i, -2.2, 6.5, 9.5, 4.9, -1.3
23. O=C(NCc1cccnc1)c1ccc2sc([C@H]3C[C@H](O)[C@@H](CO)O3)nc2c1
  -1.1, 3.6, -0.1, i, 6.9, -2.3, 17.5, -5.9, -9.8
24. Cc1c(Cl)cccc1NC(=S)NC1CCN(Cc2ccccc2)CC1
  3.9, -10.5, -0.2, i, -17.7, 3.0, 6.7, -6.7, 13.2
25. CC(CCC(=O)O)C1CCC2C3C(O)CC4CC(O)CCC4(C)C3CC(O)C12C (configuration not stated)
  -3.0&-0.2, -6.6&-7.5, 2.6&3.9, i, -9.7&-7.8, 1.9&-0.7, 17.5&3.1, -3.1&0.2, -19.9&-9.3
26. O=[N+]([O-])c1ccc(N2CCN(c3ccccc3Cl)CC2)cn1
  0.5, 6.2, -1.4, i, 1.4, 0.6, 14.0, 18.0, -17.0
27. COc1ccc(CN2CCNC(=O)C2CC(=O)NCCCn2nnc3ccccc32)cc1C (configuration not stated)
  -2.2, -9.8, 0.9, i, 3.0, -1.5, -2.3, -3.1, 5.1
28. CN1CCN(CCCNC(=O)c2ccc(NC(=O)C3=CSCCO3)cc2)CC1
  -4.6, 6.7, -5.4, i, 2.3, -0.3, 13.7, -7.9, 2.6
29. COc1ccc(Cl)cc1-c1cc(C(=O)NCc2cccc(Cl)c2)[nH]n1
  -4.3, -0.8, -4.7, i, -0.1, -4.5, -10.3, 50.6*, 11.3
30. Nc1cc(S(=O)(=O)N2CCOCC2)ccc1Oc1ccc(F)cc1
  -11.3, -4.9, 3.1, i, 28.0*, -1.4, 10.4, 2.5, 5.6
31. O=C(Cn1ncc2c3ccccc3n(Cc3cccc(Cl)c3)c2c1=O)NCC1CCCO1 (configuration not stated)
  -5.1, -37.1, 2.3, i, -75.0, -9.3, 11.9, -2.6, -70.6
32. CN(C)/C=C1\C(=O)NN=C1c1ccccc1
  0.0, -2.0, -0.2, i, 5.0, 1.1, 6.2, -5.1, 4.4
33. CC1CCN(C(=O)COC(=O)c2cccs2)CC1
  -0.9, -8.6, -0.5, i, 13.8, 0.0, 3.7, -0.2, 1.1
34. NC(N)=N/N=C/c1cc([N+](=O)[O-])ccc1O
  -7.6, -10.5, -4.9, i, -6.6, 2.6, 3.5, -1.9, 8.4
35. CCCc1cc(-c2nc(N)ncc2-c2csc(C)n2)c(O)cc1OC
  -0.3, -0.7, 0.6, i, 1.3, 5.8, 0.2, 9.0, -9.3
36. COC(=O)C(CCSC)NC(=O)CNC(=O)C1CCCCC1 (configuration not stated)
  0.4, 6.4, -1.0, i, 14.0, -2.5, 8.2, -3.4, 0.9
37. CCC(C)NC(=O)CCn1c(-c2ccc(F)cc2)cc(C(C)=O)c1C (configuration not stated)
  0.0, -1.6, -1.6, i, 11.4, -4.6, 7.1, -1.8, -3.7
38. COc1ccc(-c2cc(=Nc3ccc(C(=O)O)cc3)c3cc(C)ccc3o2)cc1
  -3.1, -20.6, 5.0, nt, -10.6, 2.4, 16.5, 2.9, -13.2
39. CCOc1cc(/C=N/Nc2nc3ccccc3[nH]2)cc(Br)c1OCC(=O)N(C)C
  -8.2, -2.0, 0.2, nt, 9.9, 5.5, -3.8, -3.3, -92.2
40. CN1CCCC(OC(=O)c2cc(Cl)ccc2Cl)C1 (configuration not stated)
  -1.1, 9.2, 0.2, i, -3.0, 1.4, -9.3, -1.9, 4.1
41. CCOC(=O)N1CCN(C(=O)C2CCN(S(=O)(=O)c3ccc(Cl)cc3)CC2)CC1
  1.4, 6.5, 3.3, i, -2.0, -4.5, -16.2, -9.7, 11.3
42. COc1cc(OC)cc(N(C(=O)c2ccco2)C(C(=O)NC2CCCC2)c2ccc(N(C)C)cc2)c1 (configuration not stated)
  1.0, 1.1, 0.6, i, 16.1, -2.3, -3.1, 21.1, -1.4
43. Cc1cccc(NC(=O)N2C3CCCC2CC(NC(=O)C(C)(C)C)C3)c1 (configuration not stated)
  -1.1, 9.4, -2.0, i, 15.2, -2.5, 1.3, -5.9, -5.9
44. COc1cc(NC(=O)c2cnc(NCc3ccccc3)nc2C)cc(OC)c1OC
  -1.8, -0.3, -1.3, i, -1.1, 1.8, -1.3, 2.9, -1.2
45. Cc1ccc(Oc2nc3c(C)cccn3c(=O)c2/C=C(\C#N)C(N)=O)cc1
  -3.6, -3.5, -2.4, +, 3.8, -4.1, 4.5, 18.4, 0.3

Quoted from above: nos. 31 to 34
Every second line gives: MsrA act, eLon inh, Rin1 Abl inh, Neddylation inh, NRP1-CendR mod, MT1-MMP act inh, SKN-1 block, FAS TE block, MLLE-PAM2 inh
31. O=C(Cn1ncc2c3ccccc3n(Cc3cccc(Cl)c3)c2c1=O)NCC1CCCO1 (configuration not stated)
  -5.1, -37.1, 2.3, i, -75.0, -9.3, 11.9, -2.6, -70.6
32. CN(C)/C=C1\C(=O)NN=C1c1ccccc1
  0.0, -2.0, -0.2, i, 5.0, 1.1, 6.2, -5.1, 4.4
33. CC1CCN(C(=O)COC(=O)c2cccs2)CC1
  -0.9, -8.6, -0.5, i, 13.8, 0.0, 3.7, -0.2, 1.1
34. NC(N)=N/N=C/c1cc([N+](=O)[O-])ccc1O
  -7.6, -10.5, -4.9, i, -6.6, 2.6, 3.5, -1.9, 8.4

Continued:
Every second line gives: MsrA act, eLon inh, Rin1 Abl inh, Neddylation inh, NRP1-CendR mod, MT1-MMP act inh, SKN-1 block, FAS TE block, MLLE-PAM2 inh
46. [O-]C(=C(C(=S)Nc1cccc2ccccc12)[n+]1cccc(CO)c1)c1ccc(Cl)s1
  -1.4, -21.9, 12.7*, i, -9.8, 5.0, 6.1, 3.1, -8.6
47. COc1ccc(NC(=S)NC(=O)c2ccc(Br)o2)cc1
  -3.0, 0.1, -0.7, i, 1.9, -3.1, 8.7, 5.1, 24.3
48. COc1ccc(NC(=O)CN(C)C(=O)c2ccc3ccccc3c2)cc1
  -6.1, 1.9, 1.1, i, 6.7, 6.2, -1.8, -2.4, 4.9
49. O=c1[nH]c(C2CCN(S(=O)(=O)c3ccccc3)CC2)nc2c1nnn2Cc1c(F)cccc1Cl
  -2.0, -1.2, -0.7, i, 19.0, -4.6, 8.2, 16.4, 3.1
50. Cc1nc2ccccc2c2oc(C(=O)N3CC(C)CC(C)C3)cc12 (configuration not stated)
  -4.0, -7.5, 0.9, i, 3.6, -0.1, 6.7, 4.1, 7.3
51. COc1cccc(C(=O)N2CCN=C2SC)c1
  -2.2, -2.8, 6.1, i, -8.2, -0.4, 15.3, -2.2, 9.9
52. CN(C)S(=O)(=O)c1cc(NC(=O)COC(=O)c2ccc3c(c2)OCO3)ccc1Cl
  -0.8, -7.6, 0.4, i, -6.1, -2.7, 2.2, 8.9, -9.7
53. O=C(COc1ccc2ccc(=O)oc2c1)Nc1cccc(S(=O)(=O)N2CCCCC2)c1
  -4.8, -2.8, 1.1, i, 3.1, -1.4, -10.6, 0.1, 3.9
